From PubChem BioAssay
K1F lysis inhibition = inhibition of K1F phage lysis, E. coli UTI89, bacterial capsule biogenesis inhibitors, alamar blue (AID 488966); inhibition, % at 100 µM, or IC50 in µM where a hit was titrated; E. coli UTI89 K1F phage lysis, alamar blue, 2 h; higher % means a stronger effect; 340,000 compounds, 0.02% hits;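 active = phage lysis inhibition, versus mean bacterial control, above a set limit; inconclusive = no clear call, values can overlap the other calls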;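 also: capsule biogenesis inhibitors block K1F phage lysis so surviving cells raise fluorescence; higher fluorescence means more inhibition of phage lysis; actives were called in the ten point dose series up to 300 µM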
MgcRacGAP inhibition = MgcRacGAP GTPase-activating activity inhibitors, confirmation, biochemical, ADP Hunter fluorescence. MgcRacGAP-stimulated Rac1 GTP hydrolysis, ADP Hunter fluorescence; higher % means a stronger effect; GST-tagged Rac1 F28L mutant substrate. inhibition, % at 30 µM; hits with a dose series show IC50 in µM. 340,000 compounds, 0.6% hits;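 active = first-screen hits whose inhibition reached a set limit at any dose in the follow-up dose series; inconclusive = inhibition above the set first-screen limit but never retested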;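 also: fluorescence reports GDP produced by GAP-driven GTP hydrolysis; strong numbers were not always called active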
SV40 large T antigen = TAg ATPase/helicase activity blockers – biochemical (AID 1903); SV40 large T antigen ATPase/helicase inhibition assay; higher % means a stronger effect; inhibition, % at 20 µM; hits with a dose series show IC50 in µM; 310,000 compounds, 0.39% hits; in the data active = a potency from the dose series; inconclusive = inhibition mostly from about 32% at the one dose, without a potency; inactive = the rest, 99 in 100 with inhibition below about 32%; also: strong numbers were not always called active
GPR55 LPI antagonism = inhibition of LPI-stimulated GPR55 beta-arrestin translocation – imaging, U2OS, beta-arrestin-GFP, LPI agonist, primary screen (AID 2013); 290,000 compounds, 0.13% hits; U2OS GPR55 beta-arrestin-GFP translocation imaging, LPI antagonism; higher % means a stronger effect; inhibition, % at 10 µM, or IC50 in µM where a hit was titrated;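 active = spots per cell inhibited over 60%, with over 100 cells counted and total cytoplasm intensity under 500,000; inconclusive = wells with under 100 cells, flagged as likely toxic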;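 also: U2OS cells stably carrying GPR55 and arrestin-GFP stimulated by 5 µM LPI near EC80; imaged beta-arrestin-GFP aggregate spots per cell after agonist stimulation; plate controls were LPI-stimulated DMSO wells for no effect and DMSO wells without LPI for full effect; some results filed as inactive read as strong as hits; confirmed hits need IC50 under 10 µM and bright autofluorescent wells are also inconclusive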
RSV CPE inhibition = inhibition of RSV-induced cytopathic effect – HEp-2 cells, primary 10 µM value included (AID 2391) | HEp-2 cells, RSV-induced CPE inhibition; higher % means a stronger effect | CPE inhibition, % at 10 µM, or IC50 in µM where a hit was titrated | 310,000 compounds, 0.13% hits; in the data active = a potency from the dose series; inconclusive = CPE inhibition mostly from about 23% at the one dose, without a potency; inactive = the rest, 99 in 100 with CPE inhibition below about 21%; also: strong numbers were not always called active
Salmonella PhoP GFP = PhoP-dependent GFP reporter repression – Salmonella Typhimurium, primary screen (AID 1863); S. Typhimurium PhoP-regulated promoter GFP reporter, 4 h; higher % means a stronger effect; 300,000 compounds, 0.16% hits; inhibition, % at 50 µM, or IC50 in µM where a hit was titrated;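 active = inhibition over 29.93%, a cutoff 3 SD above the screen mean, later confirmed by dose response; inconclusive = inhibition over 29.93% but no dose response follow-up; inactive = inhibition at most 29.93% or unconfirmed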;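 also: 0% = low Mg2+ inducing control and 100% = high Mg2+ repressing control; strong numbers were not always called active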
HIV peptide binding = inhibitors of HIV fusion peptide binding, primary screen, biochemical, uHTS, fluorescence dequenching (AID 1986) | cell-free peptide binding, fluorescence dequenching, 30 min; higher % means a stronger effect | one-dose inhibition, % at 20 µM; IC50 in µM for titrated hits | 290,000 compounds, 0.3% hits; in the data active = inhibition mostly above about 52%, no sharp cut-off; inactive = mostly below about 76%; also: some results filed as inactive read as strong as hits
GPR35 antagonists = inhibition of zaprinast-stimulated GPR35 beta-arrestin translocation – imaging, U2OS, beta-arrestin-GFP, zaprinast agonist, primary screen (AID 2058); U2OS GPR35 beta-arrestin-GFP translocation imaging, zaprinast antagonism; higher % means a stronger effect; one-dose inhibition, % at 10 µM; IC50 in µM for titrated hits; 290,000 compounds, 0.052% hits;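 active = inhibition of at least 50% with at least 30 cells and total cytoplasm GFP at most 10,000,000; inconclusive = under 30 cells or total GFP of 10,000,000 plus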
NS5 inhibitors = Dengue-2 NS5 methyltransferase inhibitors, primary screen, biochemical, confirmation dose response (AID 588689) | 340,000 compounds, 0.3% hits | Dengue-2 NS5 methyltransferase capping enzyme assay, biochemical; higher % means a stronger effect | one-dose inhibition, % at 25 µM; IC50 in µM for titrated hits; in the data active = a potency from the dose series; inconclusive = inhibition above about 29% without an active follow-up result
NS5 inhibitors pilot replicate = further read-out of NS5 inhibitors, marked with its call; inhibition, %; measured here: pilot screen replicate inhibition
* hit, by the source's call; i = inactive; ? = inconclusive; nt = no result given; & = joins results of further samples; [ ] = remark or other dose.

SMILES | K1F lysis inhibition | MgcRacGAP inhibition | SV40 large T antigen | GPR55 LPI antagonism | RSV CPE inhibition | Salmonella PhoP GFP | HIV peptide binding | GPR35 antagonists | NS5 inhibitors | others
COC(=O)c1c(NC(=O)CCC(=O)O)sc(Cc2ccccc2)c1C | -0.4% | 9% | 12% | 11% | -1.0% | -13% | 6.0% | 13% | 0%
CC(C)=CCOc1ccc2ccc(=O)oc2c1 | 5.7% | 6% | 13% | 9% | -0.4% | -2% | -0.7% | -6% | -1%
COc1cc(-c2[nH]ncc2CN2CCSCC2)cc(OC)c1OC | 0.0% | 3% | 24% | 12% | 0.5% | -7% | 1.5% | -4% | 0%
CCOC(=O)Cn1c(=O)c2c(nc(Br)n2Cc2ccccc2Cl)n(C)c1=O | 1.8% | -5% | 4% | 4% | 1.8% | -4% | 1.5% | -15% | -6%
COc1ccc(CC(=O)N2CCCC(C)C2)cc1 (centres undefined) | -0.2% | -12% | 11% | 7% | 2.1% | 3% | 10% | 8% | 7%
CCN(CC)S(=O)(=O)c1ccc(OC(C)C)c(N)c1 | -0.2% | 4% | 8% | -4% | -0.1% | -2% | -1.2% | -7% | -4%
COc1ccc(S(=O)(=O)NCC(=O)NCc2cc(=O)n(C)c(=O)n2C)cc1C | 2.2% | 10% | 15% | 0% | 1.2% | -4% | 0.7% | 4% | -6%
O=C(/C=C/c1cccs1)Nc1cccc(NC(=O)/C=C/c2cccs2)n1 | 0.6% | 7% | 3% | 16% | ? | 16% | 8.7% | -8% | -7%
O=C(NNc1ncccc1-n1cccc1)c1ccc(Cl)cc1 | 2.3% | 15% | 7% | -12% | nt | -18% | -0.6% | -8% | -14%
CCc1nc(SCc2ccc(C(=O)OC)o2)n[nH]1 | 0.8% | 6% | 20% | -6% | 0.1% | 2% | -0.4% | -1% | 2%
Cc1ccc(C)c(NC(=O)Cn2nnc(C(=O)Nc3c(C)cccc3C)c2N)c1 | 4.7% | 7% | 15% | 5% | -0.8% | 9% | 0.1% | 6% | -2%
CC(Oc1ccc(Cl)cc1Cl)c1ccnc(N)n1 (centres undefined) | i | 3% | 2% | -3% | 12% | 5% | -0.9% | 1% | -5%
CCC(C)(C)NC(=O)CCCSc1nc2ccccc2[nH]1 | 0.6% | 8% | 8% | 7% | 1.1% | -5% | 0.5% | 11% | -2%
COc1cc(C=O)ccc1OCc1ccccc1Br | 0.7%[50 µM] | 12% | 3% | -2% | 2.5% | -1% | 1.3% | 15% | 0%
CS(=O)(=O)N1CCC(C(=O)Nc2ccccc2Sc2ccccc2)CC1 | 0.2% | 4% | 12% | 17% | -0.5% | -1% | -0.1% | -2% | 1%
CCOc1ccc(NC(=O)CN2CCc3cc4c(cc3C2)OCCCO4)cc1OCC | 0.3% | 6% | 6% | 3% | 1.3% | 0% | 0.7% | -14% | -4%
COc1ccc(C(=O)NCCN2CCOCC2)c(OC)c1OC | 1.3% | 6% | 7% | 1% | -0.1% | 1% | 0.7% | 2% | 3%
CC1=C(C(=O)Nc2ccccc2C(=O)NC2CCCCC2)SCCO1 | 0.0% | 14% | 3% | 6% | 2.1% | -4% | -0.3% | 22% | -9%
Cc1ccc(-c2c(C)nn3c(N4CCOCC4)cc(C)nc23)cc1 | -1.3%[50 µM] | nt | 4% | -2% | 10% | 6% | -0.6% | -7% | -7%
Cc1nn(CC(=O)NCCCN2CCCCC2)c(=O)c2cc(-c3ccccc3)nn12 | 6.1% | 6% | nt | 9% | -3.2% | -1% | -1.0% | 7% | 2%
Clc1cccc(Cl)c1Cn1cnc(=NCc2ccco2)c2[nH]cnc21 | 2.9% | 7% | 7% | -1% | -2.5% | 7% | 3.6% | -3% | -4%
CC(C)=CCC/C(C)=C/C(=O)O | 5.8% | 3% | nt | 8% | 0.4% | -3% | 2.0% | 3% | -4%
COc1cc(/C=N/NC(=O)c2sc(N)c(C#N)c2C)cc(Br)c1O | 0.4% | 12% | 24% | 20% | -3.2% | -8% | 3.4% | 16% | 1%
CCCCn1c(N)c(N(CCOC)C(=O)c2ccc3c(c2)OCCO3)c(=O)[nH]c1=O | 1.0%[50 µM] | 6% | 5% | nt | 0.5% | -5% | nt | nt | -9%
CC(C)CC(=O)Nc1nnn(C)n1 | 0.6% | 1% | 15% | 12% | -0.3% | 2% | -2.2% | 15% | -12% | NS5 inhibitors pilot replicate=-2.4
Cc1ccccc1CSc1nnc(C)n1N | 0.7% | 15% | 0% | 8% | 0.8% | 5% | -1.1% | -6% | -1%
CCC(=O)N1CCN(c2cc(NCC3CCCO3)c(F)cc2[N+](=O)[O-])CC1 (centres undefined) | 0.0% | 0% | 1% | 8% | -1.9% | 3% | 0.1% | -8% | -4%
O=C(CCCN1C(=O)c2ccccc2C1=O)Nc1nccs1 | 0.2% | 7% | -3% | -9% | 0.2% | 2% | -1.4% | 0% | -5%
CCC(C(=O)NC1CCCCCC1)n1nc(C)c2c(C)n(-c3ccccc3)nc2c1=O (centres undefined) | -0.3% | 7% | 8% | -12% | nt | 12% | 0.5% | 9% | 0%
O=C(OCC(=O)N1CCCc2ccccc21)c1ccc(F)c(S(=O)(=O)N2CCOCC2)c1 | 3.0%[50 µM] | 6% | 16% | nt | 2.7% | 13% | nt | nt | 1%
O=C(c1ccccc1)c1ccc(-n2ccnc2)c([N+](=O)[O-])c1 | 0.3% | 9% | 8% | 18% | 0.7% | 2% | 1.8% | 12% | 4%
COc1cc(S(=O)(=O)NCc2ccccn2)c(OC)cc1Cl | 0.3% | 6% | -6% | 2% | -0.2% | -3% | -0.7% | -14% | 0%
O=C(NCC1CCS(=O)(=O)C1)NCC1CCS(=O)(=O)C1 (centres undefined) | 0.4% | 10% | 15% | -9% | -0.2% | -1% | 2.9% | 21% | -1%
CCc1nnc(NC2=NCCC2)s1 | 0.7% | 9% | -8% | 0% | 3.2% | -8% | 0.1% | -6% | -2%
C=CCn1c(SCC(=O)Nc2ccc(C(=O)OCC)cc2)nnc1-c1cccs1 | -0.6% | 4% | -3% | 2% | 1.1% | 6% | 0.4% | 4% | -8%
COc1ccc(C(=O)/C=C/C(=O)N(CC(=O)NC2CCCCC2)Cc2ccccc2OC)c(O)c1 | -0.8% | 7% | 0% | 5% | nt | -5% | 0.7% | 7% | -11%
COC(=O)C1CCN(C(=O)C2CCN(C(=O)[C@@H](NS(=O)(=O)c3ccc(C)cc3)C(C)C)CC2)CC1 | -0.3% | -8% | 3% | 3% | 0.7% | 0% | -0.7% | 10% | -6%
CCCCc1c(O)nc(SCC(=O)Nc2ccc(C)cc2)n(-c2ccc(OC)cc2)c1=O | 0.1% | 6% | nt | -2% | 1.3% | -7% | 2.7% | 1% | -8%
CSc1ccc(S(=O)(=O)N2CCC(C(=O)NCCc3ccccc3)CC2)cc1 | 7.3% | 1% | 6% | 14% | 0.9% | 0% | -0.1% | -6% | -5%
COc1ccc(C2=C(N)c3ccccc3C2=O)cc1 | 1.0% | 1% | -1% | -4% | 1.2% | 3% | -2.5% | -2% | -2%
COC(=O)c1cc(C#N)c(=O)[nH]c1C | -0.8% | 2% | 6% | -5% | 2.8% | 5% | -0.9% | 10% | nt
CC(C)NC(=O)C1CC(=O)N(C(C)c2ccccc2)C1 (centres undefined) | 4.2% | 5% | 4% | 6% | 0.3% | 3% | -1.6% | 0% | -2%
Oc1c(C(c2cccs2)N2CCN(c3cccc(Cl)c3)CC2)sc2ncnn12 (centres undefined) | 0.2% | 4% | 4% | 4% | 2.8% | -15% | 0.0% | -10% | 2%
CC1CCCCN1c1nnc(N)s1 (centres undefined) | 1.5% | 11% | 32% | -5% | 0.9% | 14% | -1.5% | 8% | -5%
C#CCOCCOCCOCCNc1nc(N2CCN(C(=O)[C@H](CCC(=O)O)n3cc(C(N)Cc4ccc(O)cc4)nn3)CC2)nc(N2CCN(C(=O)[C@H](CCC(=O)O)n3cc(C(N)CC(C)C)nn3)CC2)n1 (some centres undefined) | nt | nt | -1% | 3% | -0.2% | 1% | -0.4% | -2% | nt
Cc1ccccc1NC(=S)N(C)Cc1cccs1 | 0.3% | 3% | -3% | 10% | 1.0% | 11% | 1.7% | 1% | 3%
Cc1ccc(C(=O)CCC(=O)NC2CCCC(C)C2C)cc1 (centres undefined) | 0.1% | 10% | 34% | -3% | 1.0% | -4% | 1.5% | 0% | -4%
C/C(N)=C(/C#N)C(=O)CSc1nnc(Nc2c(C)cccc2C)s1 | -2.8%&-0.1% | 15%&7% | 6% | 9% | 8.1% | 7% | -1.8% | 8% | 9%&-1%
Cc1ccc(NC(=O)C2CC2c2ccccc2)c([N+](=O)[O-])c1 (centres undefined) | -0.1% | 10% | 10% | -18% | 1.2% | 0% | 14% | -24% | -17%
Cc1c(C(=O)NCc2ccco2)oc2c(Cl)cccc12 | 0.8%[50 µM] | 1% | nt | nt | 0.9% | nt | nt | nt | -7%
O=C(Nc1ccc2snnc2c1)N1CCSCC1 | 0.2% | 4% | 3% | 6% | 1.3% | -2% | 2.0% | -12% | -2%
CCOC(=O)C1CCCN(Cc2cn[nH]c2-c2ccc(F)cc2F)C1 (centres undefined) | 0.4% | 0% | 1% | 7% | -0.8% | -2% | 1.4% | -7% | -2%
Cc1csc2ncnc(N3CCN(S(=O)(=O)c4cccc(C(F)(F)F)c4)CC3)c12 | 0.2%[50 µM] | 6% | 8% | -7% | 4.1% | 0% | -0.7% | 9% | -5%
Cc1ccc(SCC(=O)NCCN2C(=O)CSC2=O)cc1C | 0.1% | 2% | 3% | 7% | -0.3% | 26% | -1.1% | 10% | -9% | NS5 inhibitors pilot replicate=3.6
C#CCSc1nccc(-c2nn(-c3ccc(C)cc3)ccc2=O)n1 | 0.1% | 4% | 3% | -2% | 2.4% | -5% | 1.9% | 3% | 10%
CN=C1S/C(=C\c2ccc(O)c(Br)c2)C(=O)N1C | 0.1% | 42µM* | 29% | -13% | 2.8% | 4% | -1.0% | -3% | -10%
Cc1cc(NC(=O)CSc2ccc3nnc(-c4ccccc4)n3n2)no1 | -0.1% | -4% | -2% | 0% | 1.1% | -6% | -1.4% | 16% | 2%

An unsorted share of the library. Share with any hit: about 1.5%.
